High-throughput results: PubChem, National Center for Advancing Translational Sciences (NCATS)
Tb PGK inh: blocks T. brucei phosphoglycerate kinase; P07378; PGK/GAPDH coupled, Kinase-Glo luminescence, 60 min; Potency, µM (doses to about 57.5 µM), without a hit: top-dose activity change, negative = inhibition, usual class: inhibitors; 380,000 compounds, 0.043% hits; AID 602233; note: potency is the fitted concentration of half-maximal effect; % is set by controls: 0 for no effect and ±100 for the full control effect; nearly all actives have a fitted effect of over 60% in size
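Luminescent ATP detection (Kinase-Glo Plus) follows a 60-minute room-temperature incubation, with wells lacking PGK as controls. Buffer: 100 mM TEA (pH 7.6), 5 mM MgCl2, 0.01% Tween-20. Coupling enzyme GAPDH (100 nM final) supplies unstable 1,3-BPG in-well.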
Pin1 inhibitor: inhibitors of human Pin1 | Q13526 | Pin1 FP peptide displacement, HiFluor488, 10 min | Potency, µM (top dose mostly 115 µM), inactives show top-dose activity, negative = inhibition, most hits filed as inhibitors | 390,000 compounds, 0.009% hits | AID 504891; active = well fitted inhibition curve with a large enough effect in the polarisation, with a control signal flat, not every such curve was filed as active; inconclusive = small, poorly fitted or top-dose-only effect, or effect the other way, or a change in a side signal; inactive = no such curve, though single readings can be large or run the other way; the % refers to the polarisation; note: potency is the fitted concentration of half-maximal effect; % is set by controls: 0 for no effect and ±100 for the full control effect
Target sequence (Q13526 whole entry, looked up): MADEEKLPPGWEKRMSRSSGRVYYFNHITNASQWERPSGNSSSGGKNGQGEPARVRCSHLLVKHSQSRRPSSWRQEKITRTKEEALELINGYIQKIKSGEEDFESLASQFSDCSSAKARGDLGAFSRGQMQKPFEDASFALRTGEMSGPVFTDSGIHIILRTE
Pol eta inh: DNA polymerase eta (human) inhibition | Q9Y253 | recombinant Pol eta, fluorescent DNA replication assay | Potency, µM (top dose mostly 114 µM), for the others: at the top dose activity change, negative = inhibition, most hits filed as inhibitors | 390,000 compounds, 1.2% hits | AID 588591; note: potency is the fitted concentration of half-maximal effect; % is set by controls: 0 for no effect and ±100 for the full control effect
Target sequence (Q9Y253 whole entry, looked up): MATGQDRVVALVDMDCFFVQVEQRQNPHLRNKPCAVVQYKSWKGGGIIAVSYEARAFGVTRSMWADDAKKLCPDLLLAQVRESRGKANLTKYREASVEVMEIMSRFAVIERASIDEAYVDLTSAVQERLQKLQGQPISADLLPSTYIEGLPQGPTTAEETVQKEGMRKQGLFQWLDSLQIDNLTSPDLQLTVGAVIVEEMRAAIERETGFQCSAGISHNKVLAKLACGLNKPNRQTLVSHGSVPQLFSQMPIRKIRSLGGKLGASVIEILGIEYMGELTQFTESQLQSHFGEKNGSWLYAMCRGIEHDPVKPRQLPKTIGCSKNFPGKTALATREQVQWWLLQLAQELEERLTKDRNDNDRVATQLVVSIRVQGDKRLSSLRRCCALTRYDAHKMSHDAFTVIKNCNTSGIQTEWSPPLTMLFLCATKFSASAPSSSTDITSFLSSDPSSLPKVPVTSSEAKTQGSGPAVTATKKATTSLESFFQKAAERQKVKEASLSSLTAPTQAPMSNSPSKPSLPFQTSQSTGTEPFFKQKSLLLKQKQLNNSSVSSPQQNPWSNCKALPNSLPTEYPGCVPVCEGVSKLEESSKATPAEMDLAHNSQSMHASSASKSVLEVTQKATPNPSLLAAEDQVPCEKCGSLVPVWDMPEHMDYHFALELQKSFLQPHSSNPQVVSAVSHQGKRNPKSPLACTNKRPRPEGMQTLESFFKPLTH
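Pol eta at 10 nM preincubated with compounds 15 min at room temperature; reaction started with fluorescent substrate (50 nM final) and read kinetically at 0 and 10 min.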
HP1b chromo inh: inhibitors of HP1-beta chromodomain binding to methylated histone tails; AlphaScreen HP1-beta / biotin-H3K9me3 peptide binding; Potency, µM (series often up to 114 µM), inactives show at the highest dose activity change, negative = inhibition, actives largely listed as inhibitors; P83916; 390,000 compounds, 0.56% hits; AID 540317; note: potency is the fitted concentration of half-maximal effect; nearly all actives have a fitted effect of over 70% in size; inactives centre near 23
Target sequence (P83916 whole entry, looked up): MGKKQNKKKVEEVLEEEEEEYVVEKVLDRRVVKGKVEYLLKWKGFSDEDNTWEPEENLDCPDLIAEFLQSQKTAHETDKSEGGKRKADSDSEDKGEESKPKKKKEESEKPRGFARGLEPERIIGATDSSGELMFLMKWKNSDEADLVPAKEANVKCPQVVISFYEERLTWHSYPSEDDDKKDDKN
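AlphaScreen: HP1-beta (50 nM) preformed 30 min with biotin-H3(1-18)K9me3 peptide (50 nM) in PBS pH 7.4, 0.01% Tween-20. Compound added for 30 min at RT, then streptavidin donor/nickel chelate acceptor beads (10 ug/mL) for 30 min.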
PI4K2A block: PI4K2A (human) kinase inhibition | Q9BTU6 | activity change, negative = inhibition, % at 76.9 µM | 420,000 compounds, 0.13% hits | AID 1346378 | purified PI4K2A, ADP-Glo luminescence, 1 h; hits give low values; in the data active = activity change below about -50%; inconclusive = mostly about -30% to -49%;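 note: -100% = wells without enzyme as full effect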
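In this quantitative HTS, ADP production by PI4K2A was quantified luminescently after 1 h at ambient temperature; 100 microM adenosine served as plate-quality control.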
G9a block: blocks human histone lysine methyltransferase G9a; Q96KQ7; G9a H3K9 monomethylation, AlphaScreen, 2 h; Potency, µM (highest dose often 102 µM), inactives show top-dose activity, negative = inhibition, hits mostly inhibitors; 350,000 compounds, 8.8% hits; note: potency is the fitted concentration of half-maximal effect; % is set by controls: 0 for no effect and ±100 for the full control effect; nearly all actives have a fitted effect of over 75% in size
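Signal arises when biotinylated H3K9 peptide, once monomethylated, bridges streptavidin donor and antibody-captured acceptor beads. Enzyme at 20 nM was preincubated 15 min with test compounds; peptide 500 nM and SAM 20 uM then reacted for 2 h.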
BAZ2B block: blocks human BAZ2B | 360,000 compounds, 4.4% hits | Potency, µM (highest dose often 114 µM), for the others: at the highest dose activity change, negative = inhibition, usual class: inhibitors | Q9UIF8 | AlphaScreen BAZ2B-H3K14Ac peptide displacement; note: potency is the fitted concentration of half-maximal effect; % is set by controls: 0 for no effect and ±100 for the full control effect; nearly all actives have a fitted effect of over 60% in size
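Inhibition is scored as reduced AlphaScreen emission. The BAZ2B/b-H3(5-23)K14Ac complex (50 nM each) in PBS pH 7.4, 0.01% Tween-20 meets compound (up to 110 uM) for 30 min at RT before bead addition.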
GLS inh: glutaminase GLS (human) inhibition; AID 624170; GLS enzymatic activity, qHTS titration; Potency, µM (doses to about 45.5 µM), for the others: at the highest dose activity change, negative = inhibition, actives largely listed as inhibitors; 410,000 compounds, 0.21% hits; note: potency is the fitted concentration of half-maximal effect; % is set by controls: 0 for no effect and ±100 for the full control effect
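hKGA in 45 mM KH2PO4 (pH 8.2), 0.02% Tween-20 with compound, then 1mM L-Glutamine (stock as added) plus glutamate oxidase/HRP/Amplex red coupling mix. Fluorescence read initially and after 30 min at RT; signal change reflects glutamate formation.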
JMJD2A Tudor: JMJD2A Tudor domain (human) inhibition | AlphaScreen JMJD2A-Tudor / H3K4me3 peptide binding | Potency, µM (top dose mostly 114 µM), without a hit: top-dose activity change, negative = inhibition, most hits filed as inhibitors | 390,000 compounds, 4.4% hits; note: potency is the fitted concentration of half-maximal effect; % is set by controls: 0 for no effect and ±100 for the full control effect; nearly all actives have a fitted effect of over 50% in size
Active calls of the source: *; i = inactive; ? = inconclusive; . = no result given; & = joins results of further samples; [ ] = remark or other dose. Unless noted, calls come from the whole dose curve; as a rule, active = well fitted curve in the direction sought with a large enough effect; inconclusive = small, poorly fitted or top-dose-only effect, or another doubt; inactive = no such curve, though single readings can be large; an effect the other way counts as inactive or inconclusive.

BAZ2B block,Pin1 inhibitor,JMJD2A Tudor,HP1b chromo inh,PI4K2A block,Pol eta inh,Tb PGK inh,G9a block,GLS inh,SMILES
5%,-8%,-14%,8%,-1,4%,-2%,20%[59 µM],-1%,N#C/C(=C\N1CCOCC1)S(=O)(=O)c1ccc(Cl)cc1
8%,-7%,-7%,9%,0,-5%,.,14%[59 µM],14%,CC1CCCCC1NC(=O)CN1CCC(O)(c2ccc(F)cc2)CC1 (centres undefined)
-2%,-5%,8%[57.1 µM],18%,1,-11%,-8%,3%,0%,CCOC(=O)c1sc(NC(=O)COC(=O)CNC(=O)C2CCCCC2)c(C(=O)OCC)c1C
.,0%,2%,37%[activator],-2,-12%,-9%,.,2%,O=C(Nc1ccccc1C(=O)NC1CC1)c1ccccc1F
-3%,1%,-21%,8%,1,5%,0%,8%[59 µM],1%,CCN(CC)C(=O)C1CC(=O)OC12CCCCC2 (centres undefined)
11%,-7%,-13%,35%,-2,4%,-2%,14%[59 µM],3%,Cc1cccc(N2CCN(C(=O)Cn3ccc4ccccc4c3=O)CC2)c1C
50µM*,0%,-33%,-9%,0,3%,-8%,-1%,0%,O=C(COC(=O)CCc1nc2ccccc2s1)NC(=O)NCc1ccco1
-25%,0%,-10%,22%,-5,-2%,12%,-25%[12.7 µM],1%,CCOc1ccccc1NC(=O)N1CCCC1C(=O)Nc1ccc(-n2cnnn2)c(C)c1 (centres undefined)
-3%,-4%,11%,22%,0,-4%,0%,26%[12.7 µM],0%,CC(C)c1cc(C(F)(F)F)n2nc(C(=O)Nc3ccc(-n4cnnn4)cc3)cc2n1
-36%,-4%,?,14%,-3,?,-3%,-7%[59 µM],12%,O=C(COc1cccc2cccnc12)N/N=C1\SCC(=O)N1Cc1ccco1
-39%[57.1 µM],-12%,-1%,23%,-5,-4%,1%,?,33%,COC(=O)/C=C1/S/C(=N/NC(=O)c2ccccc2)NC1=O
6%,-2%,-7%,31%,-5,-5%,-2%,-13%[59 µM],-2%,Cc1ccc(S(=O)(=O)C2(C(=O)Nc3cccnc3)CC2)cc1
-38%,0%,-35%,-15%,-7,-6%,i,-32%,3%,S=C(NCc1ccccc1)N1CCn2cccc2C1c1cccnc1 (centres undefined)
-1%,-7%,-5%,25%,2,-16%,i,-2%[59 µM],-11%,Cc1nc(-n2nc(C)c(Cc3ccc(Cl)cc3)c2C)sc1C(=O)N1CCCCC1C (centres undefined)
-8%,6%,3%,56%[activator],-2,-7%,i,53%[activator][0.501 µM],-3%,CCOC(=O)c1cnc(SCC(=O)OC)nc1N
-13%,6%,-4%,12%,-6,14%,-9%,5%,-2%,NS(=O)(=O)c1ccc(N/C=C\C(=O)c2ccc(F)cc2)cc1
-18%,0%,-26%,-13%,0,-11%,0%,5%,-6%,CCc1cccc2c(C(=O)C(NCCCOC)c3ccccc3)c[nH]c12 (centres undefined)
-3%,17%,-11%,30%,-4,-17%,-4%,28%[59 µM],-1%,Cc1ccc(Nc2ncnc(-n3cccc3)n2)cc1Cl
0%,-3%,-12%,7%,2,-16%,i,-6%[12.7 µM],9%,CCOc1ccccc1CN1CCC(CO)(CCOc2ccccc2)CC1
-24%,5%,0%,40%[activator],-16,-22%,i,-2%,-9%,Cc1cc(Cl)ccc1C(=O)C1CCCN(C(=O)c2ccc3ncccc3c2)C1 (centres undefined)
-4%,-1%,-4%,23%,-8,-4%,5%,-30%[2.33 µM],1%,COc1ccc(OC)c(C2=NO[C@@](CC(=O)O)(C(=O)Nc3ccc4c(c3)OCCO4)C2)c1
-13%,34%[activator],-13%,16%,-2,-5%,i,-35%[59 µM],6%,CCOC(=O)c1cccc(NC(=O)C(C)n2nc(C)c3c(C)n(-c4ccccc4)nc3c2=O)c1 (centres undefined)
-27%,1%,-9%,-1%,3,-19%,-9%,?,-2%,CN=C1S/C(=C\c2cn(CC(=O)OC)c3ccccc23)C(=O)N1C
?,5%,-25%,23%,-1,-10%,i,-21%[59 µM],2%,COCCn1c(-c2ccccc2)c(C)n2c3c(=O)n(C)c(=O)n(C)c3nc12
-35%,-6%,2.8µM*,-36%,3,-23%,-9%,10µM*,-1%,Cc1ccc(Cl)c(OCCCCN(C)Cc2ccccc2)c1
8%,0%,-5%,33%,3,-5%,-1%,11%[59 µM],2%,COc1ccc(C)cc1S(=O)(=O)N1CCC(C(=O)N2CCOCC2)CC1
8%,-4%,-11%,20%,-3,-4%,-9%,1%[0.501 µM],1%,COCC(C)NC(=O)C1CCN(S(=O)(=O)c2ccc3ccccc3c2)CC1 (centres undefined)
-24%,?,-17%,19%,1,-3%,7%,13%,?,CCCn1c(N)c(NCCN2CCOCC2)c(=O)[nH]c1=O
.,-1%,-14%,18%,-1,-6%,-8%,14%[59 µM],8%,O=C(NCc1ccccn1)c1c(O)c2c([nH]c1=O)CCCC2
-2%,1%,-4%,47%[activator],3,-8%,0%,1%,-2%,CCN(CC)S(=O)(=O)c1ccc(C(=O)OCC(=O)NCCN2C(=O)CSC2=O)cc1
-10%,1%,-12%,15%,3,-10%,0%,-12%,-13%,O=C(CN1C(=O)c2ccccc2S1(=O)=O)NCCSCc1cccc(Cl)c1
1%,-2%,-19%,18%,5,-1%,-9%,23%,-4%,Cc1cc(Nc2cccc(F)c2)n2ncnc2n1
-32%,-8%,-11%,29%,-4,-1%,0%,-6%,0%,CN(C)S(=O)(=O)c1ccc(N=Cc2c(C(F)(F)F)[nH][nH]c2=O)cc1
-5%,-5%,-8%,17%,9,-16%,4%,5%[59 µM],7%,COc1cccc(/C=N/NC(=O)CN(C2=NS(=O)(=O)c3ccccc32)c2ccccc2)c1
4%,8%,-14%,36%,-3,-22%,-13%,48%[12.7 µM],11%,Cc1ncsc1C(=O)N1N=C2/C(=C/c3ccccc3)CCCC2C1c1ccccc1 (centres undefined)
25%,2%,30%,47%[activator],8,-14%,-3%,5%[12.7 µM],0%,Cc1ccc(SCC(=O)OCC(=O)NCCc2ccccc2)cc1C

Three compounds from above, arranged by their value in G9a block, rising.
BAZ2B block,Pin1 inhibitor,JMJD2A Tudor,HP1b chromo inh,PI4K2A block,Pol eta inh,Tb PGK inh,G9a block,GLS inh,SMILES
-10%,1%,-12%,15%,3,-10%,0%,-12%,-13%,O=C(CN1C(=O)c2ccccc2S1(=O)=O)NCCSCc1cccc(Cl)c1
-32%,-8%,-11%,29%,-4,-1%,0%,-6%,0%,CN(C)S(=O)(=O)c1ccc(N=Cc2c(C(F)(F)F)[nH][nH]c2=O)cc1
-2%,1%,-4%,47%[activator],3,-8%,0%,1%,-2%,CCN(CC)S(=O)(=O)c1ccc(C(=O)OCC(=O)NCCN2C(=O)CSC2=O)cc1

The listing continues:
BAZ2B block,Pin1 inhibitor,JMJD2A Tudor,HP1b chromo inh,PI4K2A block,Pol eta inh,Tb PGK inh,G9a block,GLS inh,SMILES
0%,-1%,-7%,14%,-13,-13%,3%,12%[12.7 µM],-6%,O=C1NC2C(NC(=O)N2C2CCCCC2)N1C1CCCCC1 (centres undefined)
?,32%[activator],?,20%,-2,79µM*,-12%,?,7%,CCC1(C)NC(=O)N(CC(=O)Nc2sc3c(c2C(N)=O)CCC3)C1=O (centres undefined)
-32%,3%,?,-3%,-51*,9%,-8%,18%,1%,COc1cccc(C(c2c(C)[nH]n(-c3ccccc3)c2=O)c2c(C)[nH]n(-c3ccccc3)c2=O)c1O
.,.,.,.,0,-2%,-2%,.,-4%,Cc1ccc(C(=O)OCC(=O)Nc2c(C)nn(-c3ccccc3)c2C)c(O)c1
-4%,2%,-16%,10%,6,-7%,1%,-31%[59 µM],10%,CCOC(=O)Oc1ccc(C(=O)OCCCN(C)C)cc1OC
1%[57.1 µM],?,-14%&-19%,23%&19%,-4&3,?,7%&-1%,-7%&-3%[59 µM],2%&0%,COc1ccc(NC(=O)Cn2nc(C(F)(F)F)c3c2CCCC3)cc1OC
-14%,?,-23%,23%,2,-10%,4%,.,16%,CC(=O)N1CCCN(Cc2cn(-c3ccc(C)cc3)nc2-c2ccc(F)cc2)CC1
50µM*,-3%,56µM*,?,7,-17%,-9%,?,19%,CC1CCN(C(c2ccc(N(C)C)cc2)c2nnnn2C(C)(C)C)CC1 (centres undefined)
0%,8%,-13%,20%,4,1%,4%,3%[59 µM],14%,COc1ccc(/C=N/NC(=O)C(=O)NCc2cccnc2)cc1OC
-5%,5%,-15%,39%[activator],2,4%,i,?,1%,CCN1CCN(Cc2nc3cc(NC(=O)COc4ccc([N+](=O)[O-])cc4)ccc3n2C)CC1
.,-8%,-10%,50%[activator],4&1,-14%,10%,41%[12.7 µM],-27%&1%,C=C[C@@]1(C)CC(=O)[C@]2(O)[C@@]3(C)[C@@H](O)CCC(C)(C)[C@@H]3[C@H](O)[C@H](OC(C)=O)[C@@]2(C)O1
-1%,0%,-13%,14%,5,4%,22%,7%[59 µM],0%,CC(=O)NC(C)C12CC3CC(CC(C(=O)O)(C3)C1)C2 (centres undefined)
-3%,-6%,-17%,-12%,-2,-19%,-12%,10%[59 µM],-12%,Cc1nn(C)c2c1c(C(F)(F)F)cc(=O)n2CC(=O)N1CCCCC1C (centres undefined)
-10%,7%,-20%,2%,-1,-9%,6%,50µM*,10%,COc1ccc2c(c1)sc(N)[n+]2Cc1cc(C)cc2cccnc12
9%,19%,-17%,32%,2,-6%,0%,14%[2.33 µM],12%,O=C(CN1C(=O)NC2(CCCCCC2)C1=O)Nc1ccc(Cl)cc1Cl
-9%,2%,-8%,68%[activator],0,-10%,i,?,-1%,CNC(=S)Nn1cnc2ccccc21
1%,4%,-4%,10%,-7,-23%,-3%,14%[12.7 µM],5%,O=C(CN1C(=O)NC2(CCCCC2)C1=O)NNC(=O)C1CC1

Only part of the results is shown; the hit share may differ from the screen's.
